Epigenetic reg – regulators of epigenetic silencing causing reporter derepression in mouse cells | murine LDR cells, GFP reporter derepression, 30 h | Potency, µM (top dose mostly 53.9 µM), for the others: at the top dose GFP activation, usual class: activators | 280,000 compounds, 0.2% hits | AID 1865; further: potency means the concentration at half of the fitted maximal effect; % of control where 0% means no effect; nearly all actives have a fitted effect of over 60% in size
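Reporter derepression read as number of fluorescent GFP-positive objects, 20-120 um in size, counted by laser-scanning cytometer. Mouse LDR line with an epigenetically silenced CMV-GFP locus; compound incubation 30 h, 37 C.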
Tau fluor counter – counter-screen for tau fibril formation inhibitors; Potency, µM (top dose mostly 57.7 µM), for inactives: at the top dose activity change, negative = decrease; tau K18 P301L (four-repeat tau fragment) Alexa594 fluorescence, heparin fibrillization; AID 1463; 280,000 compounds, 0.93% hits; further: potency means the concentration at half of the fitted maximal effect; on the % scale 0 is the no-effect control and ±100 the full control effect; nearly all actives have a fitted effect of over 55% in size
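Human K18 P301L tau (15 uM unlabeled plus 0.24 uM Alexa 594-labeled, final) in 100 mM sodium acetate pH 7 was mixed with compound and 20 uM heparin and incubated 6 hr at 37 C.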
Tau fibril FP – blocks human tau fibril formation measured by polarization | Potency, µM (highest dose often 57.7 µM), for inactives: at the highest dose activity, negative = inhibition, most hits filed as inhibitors | 280,000 compounds, 0.39% hits | P10636 | K18 P301L tau heparin fibrillization, Alexa594 FP, 6 h; further: potency means the concentration at half of the fitted maximal effect; on the % scale 0 is the no-effect control and ±100 the full control effect; nearly all actives have a fitted effect of over 55% in size
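Steps: dispense K18 P301L tau (15 uM plus 0.24 uM Alexa 594 tracer, final) in pH 7 sodium acetate; add compound; add heparin (20 uM final); incubate 6 hr, 37 C; add ThT (30 uM final); after 1 hr ambient, read FP.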
TR SRC2 fluor cs – counter-screen for TRb-SRC2 inhibitors: fluorescence interference. AID 1479. Potency, µM (highest dose often 106 µM), without a hit: top-dose fluorescence change, negative = quenching. 280,000 compounds, 0.29% hits. TRb/SRC2 Texas Red total fluorescence interference; active means well fitted curve in either direction with a large enough effect; inconclusive means small, poorly fitted or top-dose-only effect; further: potency means the concentration at half of the fitted maximal effect; on the % scale 0 is the no-effect control and ±100 the full control effect
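Human TRb ligand-binding domain at 0.6 uM with 20 nM Texas Red SRC2 peptide in Tris buffer containing 1 uM T3 and 5% DMSO, incubated with compound 5 h at ambient temperature. Total fluorescence (555/632 nm) calculated as parallel + 2 × perpendicular.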
CBFb-RUNX1 inh – CBF-beta/RUNX1 interaction disruption; Q01196+Q13951; AlphaScreen CBFb-His/RUNX1-biotin binding, biochemical; Potency, µM (titrated, usually from 59.8 µM), for the others: at the highest dose activity, negative = inhibition, usual class: inhibitors; 230,000 tested, under 10 active; further: % of control where 0% means no effect
Target sequence (Q01196 whole entry, looked up): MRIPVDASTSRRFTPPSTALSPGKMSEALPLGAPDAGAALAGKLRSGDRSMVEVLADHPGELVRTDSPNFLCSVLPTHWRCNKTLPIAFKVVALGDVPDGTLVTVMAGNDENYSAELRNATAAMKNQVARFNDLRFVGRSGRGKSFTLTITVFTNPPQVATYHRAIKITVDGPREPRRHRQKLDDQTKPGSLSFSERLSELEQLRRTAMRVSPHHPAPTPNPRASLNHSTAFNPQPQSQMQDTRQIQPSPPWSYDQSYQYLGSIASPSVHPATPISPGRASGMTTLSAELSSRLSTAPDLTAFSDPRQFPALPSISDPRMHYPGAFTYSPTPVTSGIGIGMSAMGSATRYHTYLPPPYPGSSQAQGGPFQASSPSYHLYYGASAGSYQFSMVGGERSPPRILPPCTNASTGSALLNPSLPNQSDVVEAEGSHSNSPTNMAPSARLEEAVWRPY
Target sequence (Q13951 whole entry, looked up): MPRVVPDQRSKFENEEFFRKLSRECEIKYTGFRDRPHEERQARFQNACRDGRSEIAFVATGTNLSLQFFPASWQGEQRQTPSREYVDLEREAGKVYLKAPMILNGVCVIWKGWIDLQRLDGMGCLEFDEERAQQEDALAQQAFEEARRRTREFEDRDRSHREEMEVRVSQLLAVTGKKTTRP
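AlphaScreen proximity signal reports loss of binding between His-tagged CBF-beta and biotin-labelled RUNX1, each at 30 nM. Proteins are pre-associated for 20 minutes, compounds added for 15 minutes, then beads for 90 minutes, all at ambient temperature.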
aGal spleen mod – inhibitors or activators of human alpha-galactosidase in spleen homogenate | P06280 | human spleen homogenate, 4MU-alpha-Gal fluorescence, 40 min | Potency, µM (highest dose often 80 µM), inactives show top-dose activity change, negative = inhibition, actives largely listed as inhibitors | 240,000 compounds, 0.008% hits | AID 2107;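 further: potency means the concentration at half of the fitted maximal effect; 0% = enzyme with vehicle and -100% = no enzyme basal signal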
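Human spleen homogenate (1 ug) was the enzyme source, with 4-methylumbelliferyl-alpha-D-galactopyranoside (1 mM final) in pH 5.0 citrate buffer with 0.01% Tween-20. Compounds were titrated; after 40 min at 37C, NaOH/glycine stop, 4-MU fluorescence read; AC50 from Hill fits.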
TRb SRC2 PPI – inhibitors of human thyroid hormone receptor beta-SRC2 interaction. Potency, µM (top dose mostly 106 µM), for inactives: at the top dose activity change, negative = inhibition, usual class: inhibitors. AID 1469. 280,000 compounds, 0.065% hits. P10828. TRbeta-SRC2 peptide binding, fluorescence polarization; receptor liganded with 1 µM T3;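 further: potency means the concentration at half of the fitted maximal effect; plate controls were bound peptide for no effect and peptide without receptor for full effect; nearly all actives have a fitted effect of over 50% in size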
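Quantitative HTS by FP: 0.6 uM TRb LBD, 20 nM labeled SRC2 20-mer, 1 uM T3, 5% DMSO; 5 hr ambient incubation; % activity per concentration and potencies from concentration series.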
NPSR antag – neuropeptide S receptor (human) antagonism, cAMP | Q6W5P4 | CHO-NPSR cells, cAMP TR-FRET, antagonist mode | Potency, µM (doses to about 38.3 µM), without a hit: top-dose activity change, negative = inhibition, most hits filed as inhibitors | 220,000 compounds, 1% hits | AID 1461; further: potency means the concentration at half of the fitted maximal effect; on the % scale 0 is the no-effect control and ±100 the full control effect; nearly all actives have a fitted effect of over 50% in size; many of its hits are not listed in these tables
Target sequence (Q6W5P4 whole entry, looked up): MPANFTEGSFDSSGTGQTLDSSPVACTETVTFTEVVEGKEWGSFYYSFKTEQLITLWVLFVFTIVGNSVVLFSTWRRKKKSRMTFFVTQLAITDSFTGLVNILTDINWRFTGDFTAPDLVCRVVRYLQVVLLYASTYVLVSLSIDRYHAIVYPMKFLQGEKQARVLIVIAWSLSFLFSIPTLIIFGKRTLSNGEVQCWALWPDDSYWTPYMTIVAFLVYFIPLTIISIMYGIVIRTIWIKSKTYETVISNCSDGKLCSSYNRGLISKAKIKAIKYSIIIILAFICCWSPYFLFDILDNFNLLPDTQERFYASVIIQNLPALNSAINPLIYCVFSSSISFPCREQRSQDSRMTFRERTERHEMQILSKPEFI
* = called active by the depositor; ? = inconclusive; . = no result given; [ ] = dose if it differs, or a comment. Unless noted, the call rests on the fitted dose curve; in most records, active means well fitted curve in the direction sought with a large enough effect; inconclusive means small, poorly fitted or top-dose-only effect, or another doubt; inactive means no such curve, though single readings can be large; an effect the other way counts as inactive or inconclusive.

SMILES | Epigenetic reg | Tau fluor counter | Tau fibril FP | TR SRC2 fluor cs | CBFb-RUNX1 inh | aGal spleen mod | TRb SRC2 PPI | NPSR antag
Cc1ccc(N=C2CSC(=O)N2)cc1 | -0.8% | 8.8% | 13.8% | -0.6% | -7.5% | -4.1% | 10.0% | 12.2%
O=C(NCCc1ccccc1)c1ccc2c(c1)N(Cc1ccc(Cl)cc1)C(=O)CS2 | -4.4% | ? | -13.3% | -1.2% | . | . | 3.5% | .
O=C(O)CC/C(=N/NC(=O)CNC(=O)Cc1ccccc1)c1ccccc1 | 0.0% | -5.3% | ? | -1.4% | 6.9% | -1.7% | -6.4% | 15.0%
CCOc1cc(C2Nc3ccccc3C(=O)N2c2ccccc2OC)ccc1O (stereo not given) | -7.8% | -11.2% | -1.4% | 3.4% | -0.9% | -2.5% | -1.2% | -19.2%[46.1 µM]
COc1ccc(O[C@H]2C=C[C@@H](c3ccccc3)O[C@@H]2CO/N=C/C[C@@H]2C=C[C@H](OC(C)=O)[C@@H](COC(C)=O)O2)cc1 | 2.9% | -12.0% | 3.0% | -2.3% | -5.3% | 4.5% | -6.2% | -7.0%
CCC(C)Cn1c(C(C)O)nc2ccccc21 (stereo not given) | 2.5% | -4.2% | -18.3% | -3.9% | 3.7% | 3.6% | -5.3% | 7.5%[46.1 µM]
O=c1oc2ccc(Br)cc2cc1-c1nc2ccccc2o1 | 1.4% | -13.0% | -6.4% | 1.2% | 3.0% | -3.5% | -0.3% | -7.2%[46.1 µM]
CC(=O)c1ccc(NC(=O)/C(=C\c2cccs2)NC(=O)c2ccco2)cc1 | 18.4% | -2.2% | -12.0% | 0.0% | 1.2% | 2.6% | 3.1% | -7.5%
COCCn1nnnc1SCC(=O)c1ccc(F)cc1 | 3.0% | 0.6% | 10.3% | -3.1% | 2.2% | 2.3% | -12.8% | 0.1%[46.1 µM]
O=C(Nc1ccc(N2CCN(C(=O)c3ccccc3)CC2)c(Cl)c1)c1cccnc1 | 1.9% | ? | 4.0% | 0.1% | 6.8% | 4.1% | 1.7% | -16.4%[46.1 µM]
CCCCOc1ccc(Cn2c(=O)oc3ccc(C)cc32)cc1 | -1.0% | -1.8% | -11.5% | -3.3% | . | . | 4.5% | .
CN(C)S(=O)(=O)c1cc(NC(=O)COC(=O)/C=C/c2ccco2)ccc1Cl | -1.7% | -16.1% | -2.1% | 0.5% | -6.1% | 2.2% | 0.1% | -1.3%
Cc1nn(C)c(C(=O)N/N=C/c2cccc3ccccc23)c1Cl | 2.3% | -11.1% | 2.1% | -3.5% | 1.2% | -8.1% | 2.6% | 4.5%
CC(=O)N/C(=C\c1ccc(F)cc1)C(=O)N(C)C | 0.0% | 9.2% | 0.1% | -0.1% | 4.4% | -0.5% | -5.9% | 12.2%
CSCCC(NS(=O)(=O)c1ccc2c(c1)oc(=O)n2C)C(=O)NC1CCC(C)CC1 (stereo not given) | 0.0% | -9.1% | -5.9% | -1.4% | 3.2% | 2.8% | 1.9% | 7.2%
CC(C)(C)N1CCC1CN (stereo not given) | 0.2% | -3.4% | 1.5% | 0.2% | 8.0% | 2.6% | 4.2% | 11.6%
CCOCCCNC(=O)C(NC(=O)c1cnccn1)c1ccc(C)cc1 (stereo not given) | -1.0% | -6.1% | -9.6% | -4.3% | 4.2% | 3.3% | -5.9% | -0.7%[46.1 µM]
C=CCn1c(SC(C)C(N)=O)nc2sc(CC)cc2c1=O (stereo not given) | -1.1% | -1.0% | 2.1% | 0.0% | 2.7% | -4.4% | 7.8% | -1.1%
CCOc1cc(-c2cc(N)n[nH]2)cc(OCC)c1OCC | -1.0% | 0.1% | -1.4% | -1.2% | -2.8% | -5.0% | 1.5% | -3.8%[46.1 µM]
CCc1nc(C)ccc1OCC(=O)N(CC)CC | -0.2% | -14.8% | -4.1% | -1.7% | -2.6% | -0.9% | -3.1% | -14.1%[46.1 µM]
Cc1ccc(SCCC(=O)N/N=C/c2ccccc2O)cc1 | -0.9% | ? | -12.7% | -2.6% | 0.1% | 1.4% | 3.1% | -10.0%[46.1 µM]
COc1ccc(Cn2c(C)c(C)c(C#N)c2NC(=O)Nc2cccc(C)c2)cc1 | 1.3% | -28.1% | -2.0% | 2.8% | -3.0% | -3.4% | 10.2% | -29.3%[46.1 µM]
CN1CCN(S(=O)(=O)c2cccs2)CC1 | -1.1% | 5.0% | 6.4% | 2.2% | 5.5% | -0.5% | 1.1% | -27.0%
COc1ccc(C(=O)NC(=S)N2CCOCC2)cc1OC | -6.2% | -6.9% | -1.1% | 0.3% | 0.6% | 0.7% | -4.2% | -29.7%
Cc1cccc(N2CCN(C(=O)/C=C/c3cccs3)CC2)c1C | 1.8% | 8.0% | 2.7% | -1.8% | 8.5% | 2.1% | 4.2% | -36.6%

Looked up by structure from above, 2 records:
SMILES | Epigenetic reg | Tau fluor counter | Tau fibril FP | TR SRC2 fluor cs | CBFb-RUNX1 inh | aGal spleen mod | TRb SRC2 PPI | NPSR antag
CCC(C)Cn1c(C(C)O)nc2ccccc21 (stereo not given) | 2.5% | -4.2% | -18.3% | -3.9% | 3.7% | 3.6% | -5.3% | 7.5%[46.1 µM]
CCc1nc(C)ccc1OCC(=O)N(CC)CC | -0.2% | -14.8% | -4.1% | -1.7% | -2.6% | -0.9% | -3.1% | -14.1%[46.1 µM]

Going on with the list:
SMILES | Epigenetic reg | Tau fluor counter | Tau fibril FP | TR SRC2 fluor cs | CBFb-RUNX1 inh | aGal spleen mod | TRb SRC2 PPI | NPSR antag
CC(=O)NC1C(OCc2ccccc2)OC2COC(C)(C)OC2C1O (stereo not given) | 3.5% | -2.4% | 0.7% | 0.3% | 5.0% | 5.9% | -6.6% | 4.2%
Cc1ccccc1CS(=O)(=O)CCC(=O)NCc1ccccn1 | -0.1% | -1.0% | -4.3% | -1.5% | -4.5% | -8.9% | -2.2% | 1.1%[46.1 µM]
COc1cccc(CNC(=O)c2cc3c(C)nc4ccccc4c3o2)c1 | -0.2% | -23.3% | -0.3% | -1.9% | -2.7% | 4.2% | -10.8% | -14.8%[46.1 µM]
COc1ccc(-c2csc(NC(=S)NC(=O)c3cccs3)n2)cc1OC | -1.3% | ? | ? | -9.1% | -11.1% | 4.3% | 6.8% | -34.5%
COc1ccc(-c2cc(-c3ccccc3)nc(SCC(=O)Nc3ncc(C)s3)c2C#N)cc1 | -0.6% | -22.5% | ? | -0.3% | 10.4% | 6.3% | -2.4% | -21.3%
Cc1ccc(N/C=C2/Sc3ccccc3NC2=O)cc1 | ? | -14.9% | 7.8% | -0.3% | -0.6% | 3.3% | 2.6% | -1.2%
Cc1ccc(N2CC(c3nnc(Cc4ccccc4Cl)o3)CC2=O)cc1 (stereo not given) | 9.4% | -6.1% | 9.5% | 0.7% | . | . | -0.5% | .
O=C(NCc1ccco1)Nc1ccc(Br)cc1 | -4.4% | -4.9% | 0.5% | -0.6% | -6.6% | -8.4% | 4.3% | -9.4%[46.1 µM]
CCCCN(C)Cc1cc(=O)oc2cc3c(cc12)CCCC3 | -0.3% | -22.8% | -10.3% | -7.3% | -0.6% | -6.2% | -5.3% | 15.9%[7.67 µM]
CCCC1=Nc2cc(C(=O)NCCOC)ccc2Sc2ccccc21 | 18.0% | -11.5% | 5.4% | -3.4% | . | . | -3.4% | .
O=C(Oc1c(-c2ccccc2)c(=O)n2c3c(cccc13)CC2)c1ccccc1 | 0.0% | -26.8% | -9.2% | -0.7% | -8.8% | -14.6% | -10.8% | ?
COc1cc2c(cc1OC)CN(Cc1cccs1)CC2 | -12.7% | 4.5% | 0.3% | -1.1% | 12.7% | 6.3% | -14.3% | -7.8%[46.1 µM]
COc1ccc(NS(=O)(=O)c2ccc3nc(-c4ccccc4)[nH]c3c2)cc1 | -1.0% | ? | ? | -1.0% | . | . | -0.8% | .
CC(/C=C/c1ccc(C)o1)=C\C(=O)O | ? | -17.6% | ? | -1.1% | -1.2% | -1.7% | 1.7% | -13.2%[46.1 µM]
COc1ccccc1N1CCN(c2cc(=O)n(-c3ccc(Cl)cc3)c(=O)[nH]2)CC1 | -1.1% | 12.2% | -0.4% | -11.3% | 26.2% | 9.6% | -7.1% | 4.6%[46.1 µM]
Cc1nc(-c2ccc(C)c(S(=O)(=O)N3CCC(C(=O)NCc4ccc(F)cc4)CC3)c2)no1 | 2.8% | -10.0% | -8.7% | -30.0% | . | . | -1.6% | .
COc1ccc(/C=N/c2sc3c(c2C#N)CCN(Cc2ccccc2)C3)c(O)c1 | 2.6% | -25.0% | 7.0% | -14.3% | -4.3% | -6.0% | 1.5% | 0.5%[46.1 µM]
COc1cccc(Oc2ccc(N)cn2)c1 | -2.3% | 12.1% | 6.2% | -3.9% | 20.4% | 4.1% | -4.7% | 6.1%[46.1 µM]
Cc1onc(-c2c(Cl)cccc2Cl)c1C(=O)N=S(C)(=O)c1ccccc1 (stereo not given) | -1.4% | -14.4% | -1.0% | 0.3% | 4.9% | 2.8% | 5.7% | 15.6%[7.67 µM]

3 structures out of the list, ordered by count of non-hydrogen atoms, smallest number first:
SMILES | Epigenetic reg | Tau fluor counter | Tau fibril FP | TR SRC2 fluor cs | CBFb-RUNX1 inh | aGal spleen mod | TRb SRC2 PPI | NPSR antag
COc1cc2c(cc1OC)CN(Cc1cccs1)CC2 | -12.7% | 4.5% | 0.3% | -1.1% | 12.7% | 6.3% | -14.3% | -7.8%[46.1 µM]
O=C(O)CC/C(=N/NC(=O)CNC(=O)Cc1ccccc1)c1ccccc1 | 0.0% | -5.3% | ? | -1.4% | 6.9% | -1.7% | -6.4% | 15.0%
CCOc1cc(C2Nc3ccccc3C(=O)N2c2ccccc2OC)ccc1O (stereo not given) | -7.8% | -11.2% | -1.4% | 3.4% | -0.9% | -2.5% | -1.2% | -19.2%[46.1 µM]

Screening results as filed in PubChem BioAssay.

The list is partial; rates above refer to the full screens.
